SIRT5 inh: blocks human SIRT5 desuccinylation of peptide. Q9NXA8. Purified SirT5, succinyl-peptide AMC, trypsin-coupled fluorescence. inhibition, % at 15 µM. 330,000 compounds, 1.1% hits. AID 652115; in the data active means inhibition above about 15%
Target sequence (Q9NXA8 whole entry, looked up): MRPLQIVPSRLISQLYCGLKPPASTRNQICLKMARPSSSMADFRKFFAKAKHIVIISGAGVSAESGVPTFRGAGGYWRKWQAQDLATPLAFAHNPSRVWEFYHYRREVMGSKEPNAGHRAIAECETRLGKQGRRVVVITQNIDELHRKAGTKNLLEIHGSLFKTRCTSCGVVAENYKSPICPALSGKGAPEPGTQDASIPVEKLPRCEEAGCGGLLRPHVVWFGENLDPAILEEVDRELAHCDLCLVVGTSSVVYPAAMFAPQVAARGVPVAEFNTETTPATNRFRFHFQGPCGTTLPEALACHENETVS
LGR2 antag: Drosophila LGR2 receptor signaling inhibition. HEK293 LGR2, CRE-luciferase, bursicon-stimulated, 4 h. inhibition, % at 9.99 µM. 380,000 compounds, 0.35% hits;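 active means drop in luminescence signal, shown as inhibition above about 50% in the replicate tests, limit read from the data, passing the limit was not always enough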;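 further: agonist challenge used bursicon conditioned medium at about half maximal strength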
S100A4 MyoIIA: inhibitors of human S100A4 binding to myosin IIA peptide | P26447 | S100A4/TAMRA-MyoIIA peptide fluorescence polarization | inhibition, % at 10.7 µM | 360,000 compounds, 0.14% hits;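 active means mean inhibition of at least 70% across replicates, with every replicate also reaching that level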
Target sequence (P26447 whole entry, looked up): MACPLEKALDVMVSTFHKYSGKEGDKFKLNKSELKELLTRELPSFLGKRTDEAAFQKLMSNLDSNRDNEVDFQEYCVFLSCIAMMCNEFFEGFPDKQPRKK
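incubation = readout 5 min after mixing, signal stable up to 60 min | system = S100A4 monomer protein | buffer or medium = HEPES pH 7.2 with CaCl2, KCl, NaCl, DTT, Triton | benchmarks = neutral control DMSO, positive control TFP | also added = fluorescent myosin IIA peptide, 5 nM | compound dosing = one concentration per compound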
C2C12 statin: suppression of simvastatin myotoxicity; C2C12 myotubes + simvastatin, ATP luminescence, 48 h; scaled: DMSO 0, geranylgeraniol control 100; 330,000 compounds, 0.78% hits; rescue of ATP level, % at 7.49 µM; AID 602340;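 active means mean ATP rescue above about 67%, or every replicate alone reaching that limit, limit read from the data, passing the limit was not always enough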;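 further: myotubes were challenged with 10 µM simvastatin during compound exposure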
esBAF inh: SWI/SNF esBAF complex inhibition. mouse ES cells, Bmi1-luciferase knock-in reporter, 24 h; 100% = twice the neutral-well signal. reporter increase, % at 12.5 µM. 350,000 compounds, 2% hits; in the data active means activation above about 40%;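 further: 0% = median of the plate's neutral control wells and 100% = double that signal; a rise in the Bmi1 reporter signal indicates esBAF inhibition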
CASP6 VEID inh: blocks human caspase-6 cleavage activity; 350,000 compounds, 0.53% hits; P55212; inhibition, % at 12.5 µM; purified caspase-6, Z-VEID-R110 cleavage fluorescence;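 active means mean inhibition across replicates at least about 35%, with every replicate also reaching that limit, limit read from the data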;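 further: 0% = median of neutral control wells and 100% = no fluorescence left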
Target sequence (P55212 24-179 limits assumed): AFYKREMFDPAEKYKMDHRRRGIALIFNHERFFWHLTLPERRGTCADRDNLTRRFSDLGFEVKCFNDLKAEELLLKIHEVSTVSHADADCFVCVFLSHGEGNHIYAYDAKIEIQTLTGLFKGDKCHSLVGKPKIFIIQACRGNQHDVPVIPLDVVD
Target sequence (P55212 194-293 limits assumed): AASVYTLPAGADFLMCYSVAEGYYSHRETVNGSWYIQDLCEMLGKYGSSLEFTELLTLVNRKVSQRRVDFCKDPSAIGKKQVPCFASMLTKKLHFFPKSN
FN deposit inh: fibronectin deposition inhibition. AH1F fibroblasts, Alexa488-fibronectin deposition fluorescence, overnight. 350,000 compounds, 0.086% hits. AID 743247. inhibition, % at 12.6 µM;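 active means mean inhibition across replicates of 30% or more, regardless of how many single replicates reach that level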;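 further: positive control wells lacked labelled fibronectin entirely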
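Assay system: AH1F fibroblast monolayer, labelled fibronectin deposition. Amount: 10000 cells per well. Also added: labelled fibronectin 24 nM. Compound: single-point pinned compound. Incubation: cell attachment 1 h, compound and FN exposure overnight. Detection: fluorescence after three HBSS washes, excitation 485 nm, emission 525 nm. Read-out: inhibition of fibronectin deposition signal.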
* = called active by the depositor; nt = not tested or not shown; & = joins results of further samples.

SMILES	SIRT5 inh	LGR2 antag	S100A4 MyoIIA	C2C12 statin	esBAF inh	CASP6 VEID inh	FN deposit inh
Cn1c(=O)c2c(ncn2CC(=O)Nc2nccs2)n(C)c1=O	3	-19	13	-8	-1	0	-2
CCN1CCc2c(sc(NC(=O)c3ccc(S(=O)(=O)N(CC)c4ccccc4)cc3)c2C(N)=O)C1	0	4	-4	-16	1	-2	0
CCc1cc(CC)c(/C=N/NC(N)=O)c(CC)c1/C=N/NC(N)=O	nt	-22	-7	-6	-5	0	-6
COc1cccc(C(O)c2nc(/C=C/c3ccc(C(F)(F)F)cc3)cs2)c1 (stereo not given)	2	6	-5	40	-4	3	3
COc1ccc(-c2ccc3c(c2)C2CC3CCN2Cc2ccc(OC(F)(F)F)cc2)cc1 (stereo not given)	nt	5	-1	5	-9	0	-4
Cc1nc(N)nc(Cl)c1CCC1OCCO1	-3	-10	-4	0	5	-5	14
CCn1c(/C=C/N(C(C)=O)c2ccccc2)[n+](CCCS(=O)(=O)[O-])c2cc(Cl)c(Cl)cc21	3	nt	4	nt	nt	1	6
COc1ccc(C(=O)N[C@H](C(=O)OCc2nc3ccsc3c(=O)[nH]2)C(C)C)cc1	-1	-2	-3	nt	nt	-1	-2
CC[C@H](C)[C@@H](CO)NC(=O)[C@H]1O[C@@H](n2ccc(=O)[nH]c2=O)[C@H](O)[C@@H]1O	-2	-5	9	-2	-2	-3	13
OCCC1CN(Cc2ccon2)CCN1CCc1ccccc1 (stereo not given)	0	4	5	4	11	nt	0
COc1ccccc1NC(=O)CSc1nnc(Cn2cnc3ccccc32)o1	-3	6	6	4	-4	-2	4
Cc1cc(C)c2nc(N3C(=O)C(O)=C(C(=O)c4ccco4)C3c3cccc(O)c3)sc2c1 (stereo not given)	17*	0	-7	8	3	33	-5
CCOC(=O)N1CCN(C(=O)C2CCCN(S(=O)(=O)c3ccc(C)cc3)C2)CC1 (stereo not given)	-1	-7	-5	nt	nt	0	nt
OC[C@@H]1[C@@H](c2ccccc2)C2(CN(CC3CC3)C2)N1Cc1cncnc1	0	-17	-1	nt	nt	-2	13
CC(=O)c1cc2c(cc1NC(=O)c1ccc(Cl)cc1)OCCO2	-3	-11	-1	-14	-1	-3	9
CCNC(=O)c1ccccc1-c1nc(-c2ccccc2OC)no1	-4	-4	-2	nt	nt	8	-8
C[C@H]1CCCCO[C@@H](CN(C)Cc2ccncc2)[C@@H](C)CN([C@@H](C)CO)C(=O)c2cc(NS(=O)(=O)c3ccc(F)cc3)ccc2O1	9	10	-15	nt	1	0	-9
O=C(Nc1ccc2c(c1)OCO2)c1cc(-c2ccc(O)cc2)on1	-7	-68	1	49	46*	6	-4
COc1cccc(OCC(=O)Nc2ccccc2C(=O)Nc2ccc(C(=O)O)cc2)c1	-1	10	2	nt	nt	-2	nt
O=C(CC1CC1)N1[C@@H](CO)[C@@H](c2ccccc2)C12CN(Cc1cc(F)ccc1F)C2	0	5	30	nt	nt	3	nt
CC(C)NC(=O)Nc1cccc2c1O[C@H](CN(C)Cc1ccc(Cl)c(Cl)c1)[C@H](C)CN([C@H](C)CO)C2=O	-1	-16	3	0	-2	1	nt
CCCCn1c(N)c(N(CC(C)C)C(=O)CSCC(=O)Nc2ccc(C)cc2)c(=O)[nH]c1=O	0	nt	1	12	4	-3	13
Cc1noc(C)c1NC(=O)N(C)C[C@H]1OCCCC[C@@H](C)Oc2ccc(NC(=O)NC3CCCCC3)cc2C(=O)N([C@H](C)CO)C[C@@H]1C	nt	15	4	nt	1	-2	-10
CCC(=O)N1[C@H](CO)[C@H](c2ccccc2)C12CN(Cc1nccs1)C2	-1	12	-11	nt	nt	2	nt
COc1cccc(S(=O)(=O)N(C)C[C@@H]2Oc3cc(C4=CCCC4)ccc3S(=O)(=O)N([C@H](C)CO)C[C@@H]2C)c1	-6	4	-11	-138	12	1	-26
C[C@H]1CCCCO[C@H](CN(C)S(=O)(=O)c2ccc(F)cc2)[C@@H](C)CN([C@@H](C)CO)C(=O)c2cc(NC(=O)Nc3ccc(F)cc3)ccc2O1	nt	8	nt	nt	-7	nt	2
CC(C)N1CCC1(C)C(=O)Nc1cccc2ccccc12 (stereo not given)	7	1	-9	2	-1	0	-5
CCC(=O)Nc1ccc2c(c1)OC[C@@H](C)NC[C@H](C)[C@@H](OC)CN(C)C2=O	2	-9	-5	9	-5	-5	-12
Cc1ccc(N2C(=O)CCC2(C#N)c2ccccc2)cc1 (stereo not given)	-3	-9	-6	nt	nt	-2	10
C[C@@H]1CN([C@H](C)CO)C(=O)CCCn2nncc2CO[C@H]1CN(C)C	1&-1	-11	-2&17	3&-6	-7&-1	-11&-1	-2&-6
COc1ccc(NC(=O)N(C)C[C@H]2OCCCC[C@@H](C)Oc3ccc(NC(=O)NC(C)C)cc3C(=O)N([C@H](C)CO)C[C@H]2C)cc1	1	-4	12	nt	-3	-2	nt
COCCn1c(SC(C)C(=O)NCC2CCCO2)nc2scc(-c3ccc(F)cc3)c2c1=O (stereo not given)	-7	-10	2	-8	-2	-1	3
Cc1cc(N)n(-c2ccc(C)c(C)c2)n1	-4	2	-4	8	28	-1	nt
CC1CCCC(C)N1C(=O)COC(=O)c1ccccc1C(=O)c1ccccc1 (stereo not given)	nt	-5	-10	51	-2	2	nt
C[C@H](CO)N1C[C@H](C)[C@H](CN(C)C(=O)Nc2ccccc2)Oc2ncc(C#CCN(C)C)cc2C1=O	-4	-2	-6	4	-3	-2	nt
COc1ccc(C)cc1Nc1n[n+](-c2ccccc2)c(-c2ccc(SC)cc2)s1	2	-119	0	-47	11	-7	7
c1csc(C2Nc3cccc4cccc(c34)N2)c1	nt	nt	nt	11	-4	nt	-6
C[C@@H]1CCCCO[C@@H](CN(C)C(=O)Cc2ccccc2)[C@@H](C)CN([C@@H](C)CO)C(=O)c2cc(NC(=O)c3ccccc3)ccc2O1	1	12	-4	nt	4	0	3
N#C[C@@H]1[C@H](c2ccccc2-c2ccc(F)cc2)[C@H](CO)N1c1ncc(-c2ccccc2)s1	nt	3	9	nt	nt	0	-4
C[C@@H]1CN([C@@H](C)CO)C(=O)c2cc(NS(C)(=O)=O)ccc2O[C@@H](C)CCCCO[C@H]1CN(C)S(=O)(=O)c1ccc(F)cc1	2	3	-52	-75	-1	2	nt
COc1ccc(S(=O)(=O)N2CC[C@@H]3[C@@H](CO)Nc4ccc(-c5ccc(C#N)cc5)cc4[C@@H]32)cc1	1	-1	-4	-73	-30	-3	9
COCCCNC(=O)c1c[nH]c2ccc(S(=O)(=O)N3CCc4ccccc43)cc2c1=O	-1	nt	0	nt	nt	-3	7
CN(C)CC(=O)N1[C@H](CO)[C@@H](c2ccc(-c3ccc(C(=O)N(C)C)cc3)cc2)[C@@H]1C#N	1	-3	-5	-6	-1	1	1
COc1ccc(CN(C)C[C@H]2Oc3ccc(NS(=O)(=O)c4ccc(F)cc4)cc3C(=O)N([C@H](C)CO)C[C@H]2C)cc1	-3	-11	11	14	-3	3	nt
CC(C)(C)S(=O)(=O)N1C[C@@H]2CC/C=C\C/C=C\2[C@H]1CCO	-2	6	-11	19	-10	3	-4
CCn1c(/C=C/c2cc[n+](C)cc2)nc2ccccc21	-3	6	3	6	0	-13	1
CCS(=O)(=O)N1Cc2cc(C(=O)N(C)C)nc(-c3cccc(-c4ccc(F)cc4)c3)c2[C@H]1CCO	-5	11	-7	nt	nt	-2	15
COCCNC(=O)C(c1ccc(C)cc1)N(C(=O)CCC(=O)Nc1ccccn1)c1ccc(C)cc1 (stereo not given)	7	9	4	24	0	nt	4
CC1CC(C(O)c2ccccn2)C(=O)C(C(O)c2ccccn2)C1 (stereo not given)	-4	11	2	9	-6	-5	1
COC(=O)C[C@@H]1CC[C@@H]2[C@@H](COc3ccc(NC(=O)c4cccc(F)c4)cc3C(=O)N2C)O1	-2	-12	-5	-5	3	0	6
Cc1ccccc1-n1cc(CNC(=O)CC2C(=O)NCCN2C/C=C/c2ccccc2)cn1 (stereo not given)	-4	8	7	-1	0	-3	nt
CC1CCCCC1NC(=O)Cn1ncc2ccccc21 (stereo not given)	nt	-17	4	-5	2	3	-7
CC1(C)O[C@@H]2[C@H](O1)[C@@H](CO)O[C@H]2n1cnc2c(=O)[nH]cnc21	nt	18	-3	4	0	-1	0
C[C@H]1CN([C@@H](C)CO)C(=O)c2cc(NC(=O)CCN3CCOCC3)ccc2O[C@H]1CN(C)S(C)(=O)=O	-1	-32	-8	4	-1	0	nt
CC(=O)N=c1c(C#N)cc2c(=O)n3cccc(C)c3nc2n1CCCOC(C)C	-32	nt	16	nt	nt	6	-2
CCOC(=O)C1Oc2ccccc2C(c2ccc(C)cc2)=C1C(=O)OC (stereo not given)	-1	6	-1	-6	-5	5	0
CCCNC(=O)c1ccc(N2CCC3(CC2)CC(c2cccc(Br)c2)=NO3)c(NC(=O)c2cccc(OC)c2)c1	10	-3	0	142*	-2	-2	4
O=C(O)CCn1c(=O)[nH]c(=O)n(CCC(=O)O)c1=O	-3	13	-1	nt	nt	-1	15
CC(=O)N(C)C[C@H]1OCc2ccccc2-c2ccccc2C(=O)N([C@H](C)CO)C[C@H]1C	-7	15	3	-4	-14	-1	-3
CCN(CC1CCCO1)C(=O)c1cc(COc2cc(C)c(Cl)c(C)c2)on1 (stereo not given)	-3	-50	-6	3	84*	8	-13

An excerpt of these results, with two lines to a compound:
Each structure is followed by: SIRT5 inh, LGR2 antag, S100A4 MyoIIA, C2C12 statin, esBAF inh, CASP6 VEID inh, FN deposit inh
> COC(=O)C[C@@H]1CC[C@@H]2[C@@H](COc3ccc(NC(=O)c4cccc(F)c4)cc3C(=O)N2C)O1
    -2, -12, -5, -5, 3, 0, 6
> Cc1ccccc1-n1cc(CNC(=O)CC2C(=O)NCCN2C/C=C/c2ccccc2)cn1 (stereo not given)
    -4, 8, 7, -1, 0, -3, nt
> CC1CCCCC1NC(=O)Cn1ncc2ccccc21 (stereo not given)
    nt, -17, 4, -5, 2, 3, -7
> CC1(C)O[C@@H]2[C@H](O1)[C@@H](CO)O[C@H]2n1cnc2c(=O)[nH]cnc21
    nt, 18, -3, 4, 0, -1, 0
> C[C@H]1CN([C@@H](C)CO)C(=O)c2cc(NC(=O)CCN3CCOCC3)ccc2O[C@H]1CN(C)S(C)(=O)=O
    -1, -32, -8, 4, -1, 0, nt
> CC(=O)N=c1c(C#N)cc2c(=O)n3cccc(C)c3nc2n1CCCOC(C)C
    -32, nt, 16, nt, nt, 6, -2
> CCOC(=O)C1Oc2ccccc2C(c2ccc(C)cc2)=C1C(=O)OC (stereo not given)
    -1, 6, -1, -6, -5, 5, 0
> CCCNC(=O)c1ccc(N2CCC3(CC2)CC(c2cccc(Br)c2)=NO3)c(NC(=O)c2cccc(OC)c2)c1
    10, -3, 0, 142*, -2, -2, 4
> O=C(O)CCn1c(=O)[nH]c(=O)n(CCC(=O)O)c1=O
    -3, 13, -1, nt, nt, -1, 15
> CC(=O)N(C)C[C@H]1OCc2ccccc2-c2ccccc2C(=O)N([C@H](C)CO)C[C@H]1C
    -7, 15, 3, -4, -14, -1, -3
> CCN(CC1CCCO1)C(=O)c1cc(COc2cc(C)c(Cl)c(C)c2)on1 (stereo not given)
    -3, -50, -6, 3, 84*, 8, -13

Screens deposited in PubChem by Broad Institute.

Some of the compounds tested. The share of hits here may be higher or lower than overall.
